From PubChem
FXIIa inh 1536 = factor XIIa (human) inhibition | inhibition, % at 5 µM | P00748 | hit rate 0.3% among 220,000 | purified FXIIa, Boc-QGR-AMC fluorogenic substrate, 2 h | AID 800; in the data active = inhibition above about 40%;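 note: 0% = enzyme with no compound and 100% = blank without enzyme; many of its hits are not listed in these tables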
Furin inhibitor = human furin inhibition | P09958 | purified furin, fluorogenic substrate cleavage | inhibition, % at 30 µM | hit rate 0.061% among 220,000 | AID 463115; in the data active = inhibition above about 25%; note: inactives centre near -15
Target sequence (P09958 108-714 limits assumed): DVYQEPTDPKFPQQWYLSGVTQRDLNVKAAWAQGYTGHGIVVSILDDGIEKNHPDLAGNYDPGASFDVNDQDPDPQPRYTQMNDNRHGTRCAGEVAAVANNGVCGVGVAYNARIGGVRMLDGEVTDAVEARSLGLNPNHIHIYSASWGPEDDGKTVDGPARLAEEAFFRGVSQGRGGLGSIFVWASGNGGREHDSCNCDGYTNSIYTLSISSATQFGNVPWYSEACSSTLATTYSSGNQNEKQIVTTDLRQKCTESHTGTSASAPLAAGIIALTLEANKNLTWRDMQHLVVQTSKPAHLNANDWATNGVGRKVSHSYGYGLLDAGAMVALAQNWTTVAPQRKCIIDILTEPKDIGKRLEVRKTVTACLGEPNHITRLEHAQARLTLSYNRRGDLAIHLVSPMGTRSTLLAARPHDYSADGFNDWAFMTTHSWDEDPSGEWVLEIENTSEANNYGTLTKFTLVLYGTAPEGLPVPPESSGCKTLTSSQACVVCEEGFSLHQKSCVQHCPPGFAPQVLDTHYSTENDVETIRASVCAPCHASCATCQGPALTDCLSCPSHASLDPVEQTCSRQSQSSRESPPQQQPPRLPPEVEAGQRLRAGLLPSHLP
Calpain2 inh = blocks pig calpain II enzyme activity. inhibition, % at 16 µM. hit rate 0.37% among 220,000. purified calpain II, fluorogenic peptide substrate, 30 min;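 active = inhibition above about 50%, limit read from the data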
KCC2 mod = KCC2 (human) Cl- transport modulation. Q9H2X9. KCC2 cells, thallium flux FluoZin-2 fluorescence. B-score of Tl+ flux slope (higher = more flux/activation; lower = inhibition) at 10 µM. hit rate 2.2% among 190,000;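 active = thallium flux slope and its plate-corrected score both differing from the plate sample mean at a set confidence after two filtering rounds, in either direction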;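 note: slope of fluorescence scaled to starting intensity during 10 to 20 s after thallium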
thrombin 1536 = blocks human thrombin protease activity; P00734; alpha-thrombin, Boc-VPR-AMC fluorogenic substrate cleavage; inhibition, % at 5 µM; hit rate 0.26% among 220,000; AID 1046;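 active = inhibition at or above 40%; inactive = inhibition below 40%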;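 note: 0% = enzyme with no compound and 100% = wells without enzyme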
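System: Human alpha-thrombin protein | Medium: pH 7.5 Tris (50 mM) with NaCl 150 mM, Tween 20 0.05% | Times: Enzyme reaction carried out at room temperature | Detection: AMC fluorescence, 355/460 nm | Evaluation: Percent inhibition scaled between no-compound controls and no-enzyme blanks | Benchmarks: Enzyme without compound as high, wells lacking enzyme as low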
KLK5 inh = inhibitors of human kallikrein 5 | Q9Y337 | recombinant hK5, fluorogenic AMC substrate cleavage | inhibition, % at 5 µM | hit rate 0.59% among 210,000 | AID 873;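 active = inhibition of 40% or more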;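 note: 0% = enzyme controls without compound and 100% = no-enzyme blanks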
FXIa inh = blocks human coagulation factor XIa protease activity. purified FXIa, Boc-Glu-Ala-Arg-AMC fluorogenic substrate. inhibition, % at 5 µM. hit rate 0.14% among 220,000;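 active = inhibition of at least 40%; inactive = inhibition below 40%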;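 note: fluorescence of freed AMC excited at 355 nm; 0% = enzyme without compound and 100% = no enzyme blank; many of its hits are not listed in these tables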
Rad51 HR inh = Rad51 (human) homologous recombination inhibition; Q06609; hRad51 DNA strand exchange, fluorescence dequenching; hit rate 0.085% among 200,000; inhibition, % at 10 µM;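 active = inhibition above 40% at the single screening dose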;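 note: 0% = DMSO control wells and 100% = blanks with heterologous ssDNA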
Target sequence (Q06609 whole entry, looked up): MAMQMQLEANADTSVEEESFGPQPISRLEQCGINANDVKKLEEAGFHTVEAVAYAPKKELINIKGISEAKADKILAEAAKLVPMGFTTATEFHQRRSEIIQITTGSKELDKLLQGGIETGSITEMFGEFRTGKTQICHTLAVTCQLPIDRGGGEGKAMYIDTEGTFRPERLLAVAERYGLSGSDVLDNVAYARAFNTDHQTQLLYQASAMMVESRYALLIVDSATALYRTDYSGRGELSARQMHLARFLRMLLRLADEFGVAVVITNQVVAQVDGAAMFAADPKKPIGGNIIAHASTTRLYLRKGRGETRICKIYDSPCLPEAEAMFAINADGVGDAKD
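Test system: preformed human Rad51 ssDNA filaments; also added: Donor/quencher-labelled 47-bp dsDNA substrate; doses: 10 µM final, single point; times: 37 °C 15-min filament assembly, 30-min compound preincubation, 15-min exchange; detection: FRET fluorescence dequenching, excitation 485 nm, emission 520 nm; read-out basis: Fluorescence-based percent inhibition, control- and blank-normalised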
PERK inhibitor = blocks human PERK kinase | CHO PERK-DD fusion, SEAP luminescence translation reporter | inhibition, % at 5.6 µM | hit rate 0.17% among 220,000 | AID 1416;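 active = inhibition above the mean inhibition of all tested compounds plus 3 SD, set separately per screening campaign, cut at about 2.9% in these data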;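 note: PERK kinase domain activated by AP20187 dimerizer at 100 nM; 0% = DMSO with dimerizer and 100% = rapamycin at 8.4 µM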
* marks the source's active call; other numbers are inactive results; . = no result given; [ ] = dose if it differs, or a comment. These rows are one share of the data, so the mix of outcomes need not match the whole.

SMILES	FXIIa inh 1536	Furin inhibitor	Calpain2 inh	KCC2 mod	thrombin 1536	KLK5 inh	FXIa inh	Rad51 HR inh	PERK inhibitor
O=C(O)C1=C[C@@H](c2ccc(F)cc2)C[C@@H](OCCCCO)O1	10	-35	-3	-0.92	-2	1	1	-3	.
O=C(/C=C/c1ccc2c(c1)OCO2)c1ccc(F)cc1	19	-6	-12	-3.1	3	-6	11	3	0.6
C=CCn1c(SCC(=O)NCC2CCCO2)nc2scc(-c3ccco3)c2c1=O (stereo unspecified)	2	-16[20 µM]	-41	-1.1	-7	-33	-4	.	-0.2
CCCOc1ccccc1NC(=O)c1ccc([N+](=O)[O-])cc1	8	-23	1	0.58	21	0	-3	0	0.0
O=C(O)CC(NC(=O)c1ccc2c(c1)OCO2)c1cccc([N+](=O)[O-])c1 (stereo unspecified)	6	-30	-20	1.4	-7	-6	-3	13	0.2
COC(=O)c1ccc(Cl)c(NC(=O)CN(c2ccc3c(c2)OCO3)S(C)(=O)=O)c1	-3	-21[20 µM]	31	.	0	14	-7	0	0.1
Cc1cc2ncn(C(=O)c3c(-c4ccccc4)noc3C)c2cc1C	4	-25[20 µM]	10	0.012	22	-11	-9	-2	0.4
COc1ccc(NC(=O)CSc2nnc(-c3cccs3)n2Cc2ccco2)cc1OC	13	-4	18	-1.7	-1	-6	4	-14	-1.8
CC(c1ccon1)N(C)C(=O)CCc1nnc(CCCCc2ccccc2)o1 (stereo unspecified)	0	-14	7	-1.9	-8	.	-3	.	1.1
NC(=O)C(CCC(=O)c1ccc(Br)cc1)S(=O)(=O)c1ccccc1 (stereo unspecified)	6	-27	16	-0.36	-5	-1	-4	0	-0.6
O=C(Cn1cc2c(n1)CCCCC2)NCc1ccccn1	5	-19	-28	-0.053	-7	-6	-3	-1	.
O=C(NC(=S)Nc1ccc(S(=O)(=O)Nc2nccs2)cc1)c1cccc(F)c1	7	-18	-25	0.3	-4	-11	7	-5	1.2
COc1ccc(C(=O)NCC(=O)N2CCC(C)CC2)cc1OC	12	-12[20 µM]	-10	-0.27	-5	-3	0	4	0.7
COc1ccccc1NS(=O)(=O)c1ccc2oc(SCc3ccc(C#N)cc3)nc2c1	12	-12	10	0.046	-1	-12	5	.	-0.2
COc1ccc(Nc2nc(N3CCCC3)nc(N3CCCC3)n2)c(OC)c1	2	-18[20 µM]	-26	-2.4*	-8	-21	6	-2	-0.5
Cc1cc(NC(=O)CSc2nnc(-c3ccc(S(=O)(=O)N4CCCC4)cc3)n2C)no1	1	-28	-30	0.25	-12	-23	-8	-5	0.3
CCCc1nc2oc3c(NCCN(C)C)ncnc3c2c2c1CCCC2	17	-20	-53	-1.2	11	15	4	-7	-0.1
O=C(Nc1ccc2c(c1)OCO2)C1Cc2ccccc2CN1S(=O)(=O)c1cccs1 (stereo unspecified)	-6	-4	-102	-0.66	-2	6	-2	1	-1.0
N#CC(c1ccc(Cl)cc1)c1cccc(Cl)n1 (stereo unspecified)	-1	-7	2	0.086	-4	3	-3	-2	-0.2
CC(C)NS(=O)(=O)c1ccc(NC(=O)NC2CCCCC2)cc1	2	-8	16	0.094	-6	-11	2	8	1.2
COc1ccc(/C=N/Nc2ccc(C(=O)O)cc2)cc1OC	5	-4	-12	0.007	-11	0	1	.	0.0
Cc1ccc(S(=O)(=O)N2CCN(C(=O)c3cccc(F)c3)CC2)cc1	3	-19[20 µM]	-23	.	-8	-24	-7	-7	-0.4
CCOC(=O)C1CCN(C2CC(=O)N(c3cccc(Cl)c3)C2=O)CC1 (stereo unspecified)	12	-10	0	3*	-2	3	10	-8	0.4
CN(C)c1ccc(C2NCC(CCl)O2)cc1 (stereo unspecified)	-6	-8	-29	.	3	-16	2	4	0.8
Cc1ccc2nc(SCn3nnc4ccccc4c3=O)[nH]c2c1	1	-10	9	0.14	-9	-9	-1	0	-0.4
CCn1ccnc1CN(C)C(=O)c1cc(COc2c(F)cccc2F)on1	3	-17	-18	.	-3	-5	-2	14	0.6
CCOc1cc(S(=O)(=O)NCc2ccccc2)c(OCC)cc1-n1cnnn1	.	-16[20 µM]	.	1.2	.	.	.	-4	-0.7
O=S1(=O)CCN(Cc2csc(-c3cccs3)n2)CC1	3	-3	-5	0.35	-1	0	0	.	0.3
COc1ccc(Cl)cc1-c1csc(N)n1	4	-36	-11	-0.96	-8	-4	-3	7	1.3
O=C(NC(Cc1c[nH]c2ccccc12)C(=O)Nc1ccc(F)c([N+](=O)[O-])c1)c1cccs1 (stereo unspecified)	9	-19	-3	-3.2	-6	-3	6	-8	-0.9
CCc1ccc(NC(=S)NC2CCN(Cc3ccccc3)CC2)cc1	7	-19	9	-2	-10	-15	5	6	-0.9
C=CCN(CC=C)C(=O)c1ccncc1	-8	-13[20 µM]	-28	.	1	-10	-14	7	-0.6
O=C(CCC(=O)OCc1ccc(Cl)cc1)Nc1cccc([N+](=O)[O-])c1	23	-20	17	-0.92	14	37	12	-6	1.3
Cc1ccc(C)c(NC(=O)c2oc(=O)c3ccccc3c2-c2ccccc2)c1	6	1	17	-1.1	-6	-21	-5	-9	-0.8
CC(C)c1[nH]c(=O)c(C#N)c2c1COC(C)(C)C2	9	-3[20 µM]	-19	-0.25	-1	-12	1	-5	0.2
O=C(NCc1cccs1)c1cnc2sccn2c1=O	14	-13	-9	-0.0069	6	-2	5	-7	1.4
COc1ccc(S(=O)(=O)NCC2CCC(C(=O)N3CCC4(CC3)OCCO4)CC2)cc1 (stereo unspecified)	16	-15[20 µM]	-12	-0.082	2	0	14	.	-1.0
Cc1ccc(NC(=O)N(Cc2ccco2)C(C)c2ccco2)cc1C (stereo unspecified)	-7	-15	31	.	-2	0	-11	-5	-1.2
CCCCCn1c(CN2CCN(C(=O)c3ccco3)CC2)nc2c1c(=O)n(C)c(=O)n2C	15	-36	-5	0.38	-1	2	2	4	.
COc1ccc(C2=NN(C(C#N)c3ccc(OC)cc3)C(c3ccccc3)C2)cc1 (stereo unspecified)	9	-17	34	-0.35	-7	-1	0	-2	-0.2
COC(=O)C(CCSC)NC(=O)C(NC(=O)C1CCC(C)CC1)C(C)C (stereo unspecified)	2	-10	-7	.	-9	0	2	-3	-0.3
COc1ccc(NC(=S)NC(=O)c2ccccc2Cl)cc1	13	-32	1	21*	7	-1	2	-56	0.6
COc1ccc(O)c(C(=O)c2cnc3c(c2)c(-c2ccc(F)cc2)c(C#N)c(=O)n3C)c1	11	-11	-47	-1.1	-7	-5	3	-24	0.3
O=c1c(-c2ccccc2)c(O)cc(-c2ccncc2)n1-c1ccc(Cl)cc1	14	-21	-7	-0.098	3	3	4	19	1.4
FC(F)(F)c1nc(NCC2CCCO2)c2nnn(Cc3ccccc3Cl)c2n1 (stereo unspecified)	12	-5	17	0.33	-2	2	8	-2	-0.7
CCc1nnc(NC(=O)c2cccc(S(=O)(=O)N3CC(c4ccccc4)CC3=O)c2)s1 (stereo unspecified)	12	-9	-62	-4.4	-4	-20	2	1	-0.6
COc1cc(C2NC(=O)NC(C)=C2C(=O)NCc2ccccc2)c(Cl)cc1O (stereo unspecified)	13	-15[20 µM]	6	0.13	9	10	3	.	0.4
CCOc1ccccc1NC(=O)c1ccc(NC(=O)c2ccco2)cc1	13	-11[20 µM]	20	0.47	1	10	8	5	-0.5
C(=N\Nc1ncnc2sc3c(c12)CCC3)/c1cccs1	16	-5[20 µM]	-7	-0.39	0	-24	0	-9	-1.7
CCOC(=O)C1(CCOc2ccccc2)CCN(Cc2ccc(COC)o2)CC1	10	-20	-18	0.29	0	.	2	-5	-0.1
O=C(CCc1ccc(S(=O)(=O)N2CCOCC2)cc1)Oc1ccccc1	4	-21	-4	0.051	-7	-5	3	-4	-0.2
CCNCCNC(=O)c1c(O)c2cccc3c2n(c1=O)CCC3	3	-27	-28	0.44	-4	0	-2	7	-1.4
Cc1ccccc1C1C(C#N)=C2N=C(N)c3c(sc4c3CCCCC4)N2C2=C1C(=O)CC(C)(C)C2 (stereo unspecified)	11	-14[20 µM]	-61	1.4	-2	15	-4	-24	-0.3
CS(=O)(=O)N(CC(=O)N/N=C/c1cc([N+](=O)[O-])ccc1Cl)c1ccccc1	15	-22[20 µM]	4	0	3	-20	6	0	0.4
CC1CCN(Cc2cnc(Cl)s2)CC1	-3	-23[20 µM]	51*	.	8	-13	-14	-4	1.5
COC(=O)/C(=C\Nc1ccc(Cl)c2ccccc12)c1ncc(C(F)(F)F)cc1Cl	8	-19[20 µM]	19	0.099	1	7	2	-6	1.5
CC(C)c1ccc(OCC(=O)Nc2cccc3c2CCCC3)cc1	4	-11[20 µM]	37	0.12	-1	-1	-5	4	0.7
CCOC(=O)c1ccc(N/C=C2/CCCC(C)C2=O)cc1 (stereo unspecified)	11	-5[20 µM]	-24	.	3	-4	3	-2	0.3
COc1cc(/C=N/NC(=O)C2COc3ccccc3O2)cc(OC)c1OC (stereo unspecified)	13	-10	11	0.14	0	-9	8	.	-0.1
Cc1cccc(NC(=O)c2sc(-c3ccccc3)nc2-c2ccc([N+](=O)[O-])cc2)c1	14	-2	-8	-0.016	2	-16	9	7	0.6

Next section; the last five above are carried over.
SMILES	FXIIa inh 1536	Furin inhibitor	Calpain2 inh	KCC2 mod	thrombin 1536	KLK5 inh	FXIa inh	Rad51 HR inh	PERK inhibitor
COC(=O)/C(=C\Nc1ccc(Cl)c2ccccc12)c1ncc(C(F)(F)F)cc1Cl	8	-19[20 µM]	19	0.099	1	7	2	-6	1.5
CC(C)c1ccc(OCC(=O)Nc2cccc3c2CCCC3)cc1	4	-11[20 µM]	37	0.12	-1	-1	-5	4	0.7
CCOC(=O)c1ccc(N/C=C2/CCCC(C)C2=O)cc1 (stereo unspecified)	11	-5[20 µM]	-24	.	3	-4	3	-2	0.3
COc1cc(/C=N/NC(=O)C2COc3ccccc3O2)cc(OC)c1OC (stereo unspecified)	13	-10	11	0.14	0	-9	8	.	-0.1
Cc1cccc(NC(=O)c2sc(-c3ccccc3)nc2-c2ccc([N+](=O)[O-])cc2)c1	14	-2	-8	-0.016	2	-16	9	7	0.6
O=C(Oc1coc(CSc2ncccn2)cc1=O)c1ccccc1[N+](=O)[O-]	2	-21	13	0.01	-13	-4	-1	-3	0.3
CCc1cccc(NC(=O)C2CCCC2)c1	-5	-19[20 µM]	-9	0.42	-8	3	-4	5	-0.2
CC(=O)N1CCN(C(=O)CCc2nnc(CCCCc3ccccc3)o2)CC1	4	-24	-11	1.6	-6	-2	-5	3	0.4
Cc1ncoc1C(=O)N1CCCC(C(=O)c2cccc(OC(C)C)c2)C1 (stereo unspecified)	9	-4	0	-0.55	2	0	3	20	-0.3
Cc1cccc(N/N=C(\C#N)S(=O)(=O)C(C)(C)C)c1	5	-18	-8	-0.18	-8	-6	-2	18	0.3
CC(=O)Nc1ccc(NC(=O)CN(c2cc(Cl)ccc2Cl)S(C)(=O)=O)cc1	3	-22	15	1.1	-5	.	0	.	1.4
CCC(=O)Nc1ccc(Cl)c(NC(=S)NC(C)=O)c1	5	-23	20	0.93	-7	0	-2	-11	1.1
c1ccc(-c2nnc(CN3CCC4(CC3)OCCO4)o2)cc1	1	-6[20 µM]	18	0.13	-5	2	-6	2	1.5
